# Compound activity as filed in PubChem.
# yeast mec2-1 = NCI yeast anticancer drug screen, S. cerevisiae mec2-1 strain. 9% of 79,000 active. growth inhibition, % at 50 µM;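 further: 0% = growth of vehicle-only cultures of the same strain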
#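 Compounds were applied to mec2-1 yeast cells. Their growth was then compared with that of vehicle-treated cultures to give growth inhibition.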
# yeast sgs1 mgt1 = NCI yeast anticancer drug screen, S. cerevisiae sgs1 mgt1 strain; growth inhibition, % at 50 µM; 10% of 78,000 active; AID 161;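 further: 0% = growth of vehicle-only cultures of the same strain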
#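 Test agents were incubated with a DNA-repair-mutant yeast strain. Growth was then read and compared against vehicle-treated controls.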
# cln2 rad14 = NCI yeast anticancer drug screen, S. cerevisiae cln2 rad14 strain. growth inhibition, % at 50 µM. 8.3% of 78,000 active. AID 165;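 further: 0% = growth of vehicle-only cultures of the same strain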
#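 Each compound was tested on cln2 rad14 yeast. Inhibition of growth was calculated against vehicle-exposed controls.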
# mlh1 rad18 = NCI yeast anticancer drug screen, S. cerevisiae mlh1 rad18 strain. growth inhibition, % at 50 µM. AID 175. 11% of 79,000 active;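 further: 0% = growth of vehicle-only cultures of the same strain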
#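 A repair-deficient yeast strain is exposed to test compound, and growth is scored relative to vehicle-treated controls.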
# yeast rad50 = NCI yeast anticancer drug screen, S. cerevisiae rad50 strain. % growth inhibition at 50 µM. 10% of 79,000 active;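 further: 0% = growth of vehicle-only cultures of the same strain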
#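 Growth of the mutant yeast was measured after compound exposure and referenced to vehicle-treated cultures.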
# yeast bub3 = NCI yeast anticancer drug screen, S. cerevisiae bub3 mutant strain; growth inhibition, % at 50 µM; 9.9% of 78,000 active; AID 167;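 further: 0% = growth of vehicle-only cultures of the same strain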
#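 Growth of a checkpoint-deficient yeast mutant is measured after compound exposure. Values represent inhibition relative to vehicle.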
# Numbers without * were called inactive. No stated cut-off is given here; in the data, active means growth inhibition above about 70%; inactive means the rest. Hits appear at their usual frequency (roughly 13% active in at least one column).
Compound	yeast rad50	yeast bub3	cln2 rad14	yeast sgs1 mgt1	mlh1 rad18	yeast mec2-1
OCCCNc1nc2cc(Cl)ccc2o1	9.2	7.9	-31.1	16.1	-14.9	22.6
Cc1c2ccccc2nc(CS(C)(=O)=O)[n+]1[O-]	-16.9	-16.7	-51.6	-4.8	-5.5	-1.8
CC(C)(O)C(C)(O)C#CC(C)(O)C(C)(C)O (stereo not drawn)	-2.6	2.5	-15.2	1.3	6.8	1.2
O=c1[nH]cnc2c1cnn2Cc1ccccc1	4.1	26.1	2.1	1.2	1.9	-4.8
COc1ccc2c(c1OC)OCC(CN(C)C)C2=O (stereo not drawn)	97.0*	93.9*	96.3*	99.0*	99.2*	99.3*
Cc1cc(=O)oc2nc(-c3ccccc3)[nH]c(=O)c12	0.3	-7.2	-5.4	3.2	18.3	-10.2
CCOC(=O)NC(Nc1c(F)c(F)c(F)c(F)c1F)(C(F)(F)F)C(F)(F)F	-5.2	-45.0	-9.3	-33.8	2.2	-15.3
O=C1CN(c2cccc(Cl)c2)C(=O)CN1/N=C/c1ccco1	18.9	23.8	12.7	18.0	22.1	-14.5
O=c1[nH]ccn1-c1ccccc1	-11.7	10.6	-9.4	4.1	7.7	24.6
O=c1oc(/C=C/c2ccccc2)nc2ccccc12	1.2	38.2	-4.0	39.5	12.7	21.8
Cc1ccc([N+](=O)[O-])cc1/C=C/C(=O)O	6.3	0.6	-21.2	0.1	9.3	11.2
Brc1ccc(/C=C\c2ccc3ccccc3n2)cc1	-4.7	-5.8	-70.0	2.5	-20.4	-9.8

# (cont.)
Compound	yeast rad50	yeast bub3	cln2 rad14	yeast sgs1 mgt1	mlh1 rad18	yeast mec2-1
N#CC1(N(O)C(=O)Nc2ccccc2)CCCCC1	5.5	5.8	-7.0	-0.4	-13.1	-10.3
ClC1=Cc2cccc3cccc1c23	1.6	12.4	2.5	0.2	3.8	6.2
O=C(O)c1cccc2cccc(-c3cccc4cccc(C(=O)O)c34)c12	26.2	6.5	7.8	-12.2	4.2	12.4
c1ccc2c(c1)oc1cc3c(cc12)n1nnnc1c1cccn31	9.0	4.6	16.4	-3.5	-7.8	-1.2
NCCN=C(N)C(N)=NCCN	19.1	7.5	-54.5	-2.4	8.1	5.3
CN(C)c1nc(=Nc2cccc(Cl)c2)ss1	99.5*	98.3*	99.4*	99.7*	99.5*	99.7*
O=C1CCSCCC(=O)Nc2ccccc2N1	3.6	17.9	20.4	16.6	-65.4	0.8
CCC(Sc1ccccc1[N+](=O)[O-])[N+](=O)[O-] (stereo not drawn)	88.7*	97.1*	43.7	49.1	55.1	90.8*
COC(=O)CCC1=C(C)c2cc3cc(C)c(cc4cc(C)c(cc5nc(cc1n2)C(CCC(=O)OC)=C5C)[nH]4)[nH]3	12.1	-9.3	28.4	16.9	25.2	3.7
Nc1ncnc2nc(Cc3ccccc3)[nH]c12	11.5	5.5	-69.8	-10.4	-4.8	-4.3
C/C(=N/NC(=O)CC#N)c1ccccc1	25.2	27.7	-20.6	16.7	0.4	-0.5
Cc1cc(O)c2c(c1)C(c1ccc3c(c1O)C(=O)c1c(O)cc(C)c(O)c1C3=O)c1cccc(O)c1C2=O (stereo not drawn)	16.4	10.3	7.8	-7.5	16.3	9.9

# Remaining list, next part.
Compound	yeast rad50	yeast bub3	cln2 rad14	yeast sgs1 mgt1	mlh1 rad18	yeast mec2-1
CN(C)CCCCl	-16.1	-15.5	-26.8	8.8	-17.3	-3.0
Nc1ccccc1Nc1ccncc1	-3.0	-23.8	-26.9	-1.7	-5.7	11.2
CN(c1ccccc1)c1cc2nc3ccccc3nc2cc1O	15.3	2.0	14.3	4.3	-1.6	17.4
CCCCSc1cccc2c1C(=O)c1c(SCCO)cccc1C2=O	36.6	11.8	21.5	41.0	26.9	-7.2
O=C(Nc1ccccc1Br)c1cccc([N+](=O)[O-])c1O	37.5	29.4	38.2	45.5	37.1	35.2
O=C(O)C(/C=C/c1ccccc1)c1ccccc1 (stereo not drawn)	22.8	-49.9	-8.1	-5.6	-15.8	-17.6
c1ccc2c(c1)Cc1nc3ccccc3nc1-2	98.3*	97.4*	90.0*	90.6*	97.8*	98.2*
CC(c1ccc(O)cc1)c1cc2c(cc1OCCO)OCO2 (stereo not drawn)	99.3*	99.5*	99.3*	99.4*	99.1*	99.0*
Cc1cc(C)n(P2(n3nc(C)cc3C)=NP(n3nc(C)cc3C)(n3nc(C)cc3C)=NP(n3nc(C)cc3C)(n3nc(C)cc3C)=N2)n1	-9.2	7.2	-35.5	12.4	19.4	-0.1
CCOC(=O)C1=NN(c2ccccc2)C(=O)/C1=C\n1ccc(=O)[nH]c1=S	-32.5	-25.9	-36.1	-44.5	-60.8	-43.8
COC1OC(CO)C(OC(C)=O)C(OC(C)=O)C1OC(C)=O (stereo not drawn)	-2.0	12.6	-14.5	2.9	1.8	16.5
COc1ccc(/C(Cl)=C(\c2ccc(OCCN(C)C)cc2)c2ccc(OC(=O)C(C)(C)C)cc2)cc1	91.8*	89.4*	60.4	92.3*	90.0*	92.0*

# New compounds follow:
Compound	yeast rad50	yeast bub3	cln2 rad14	yeast sgs1 mgt1	mlh1 rad18	yeast mec2-1
CCCCNC(=O)Nc1cccc2ccccc12	-1.6	-0.3	-49.2	-23.0	-26.8	-18.6
NC(=O)C1C=CN(Cc2ccccc2)C=C1	-5.2	23.4	-12.8	-0.7	7.3	7.5
c1ccc(Cn2cccc2N=Nc2ccccc2)cc1	26.4	-4.0	6.8	6.5	14.3	2.8
NC1=CN(CCCO)C2=N/C(=C\c3ccco3)C(=O)N12	-1.1	-11.2	12.3	11.1	-7.7	-3.1
CC(C)CCNC(=O)NS(=O)(=O)c1ccc(N)cc1	-4.0	-10.8	14.6	16.4	16.2	-15.4
Cc1ccccc1NC(=O)NNc1ccccc1	17.0	-2.9	10.7	7.3	3.9	-0.7
COc1ccc(N=NC(=S)NNc2ccc(OC)cc2Oc2ccccc2)c(Oc2ccccc2)c1	12.5	-4.6	11.8	29.4	3.4	-0.4
CCC(CC)NCCCNc1cc(OC)cc2cccnc12	20.8	30.9	4.7	53.8	48.6	33.6
S=c1[nH]c(=S)c2sc(=S)n(-c3ccccc3)c2[nH]1	25.9	37.3	31.8	45.5	7.3	19.8
O=c1cc(CC(O)(c2ccccc2)c2ccccc2)cc[nH]1	16.1	-0.3	-10.8	-4.7	-1.0	3.8
CC1(C(=O)O)NC(C(=O)O)Cc2c1[nH]c1ccccc21 (stereo not drawn)	26.5	32.4	3.6	3.1	13.3	-13.2
CCOC(=O)CSc1[nH]c2nc(C)nc(Cl)c2c1C#N	-20.7	-3.5	-6.7	-5.2	16.6	8.3

# Additional compounds
Compound	yeast rad50	yeast bub3	cln2 rad14	yeast sgs1 mgt1	mlh1 rad18	yeast mec2-1
CC(C)CCCC(C)C1CCC2C3CC=C4OC(=O)CCC4(C)C3CCC12C (stereo not drawn)	83.4*	86.3*	85.2*	76.2*	90.6*	91.8*
Fc1ccc(/C=C/c2ccc(/C=C/c3ccc(F)cc3)nn2)cc1	18.4	5.2	-13.1	7.8	-1.5	-4.2
COC1=C(OC)CCC(/C(C#N)=C/c2ccc(OC)c(OC)c2)=C1	18.8	-0.9	-11.8	-10.0	25.4	-3.5
O=C1OC(=O)C2CC(Br)C(Br)CC12 (stereo not drawn)	-12.5	4.3	0.8	4.6	-17.4	6.8
CCn1c(C)nc([N+](=O)[O-])c1Sc1ncn[nH]1	10.2	-7.0	5.1	11.2	-59.7	-10.3
CCCCCCC(=O)C(=O)O	41.4	18.9	3.6	35.5	59.5	37.8
COC(=O)c1cccc(Cl)c1-c1c(Cl)cccc1C(=O)OC	-3.8	3.2	-8.7	-8.7	49.4	32.2
O=c1cc(C=Nc2ccc(-c3csc(-c4ccccc4)n3)cc2)[nH]c(=S)[nH]1	97.2*	96.5*	97.2*	97.7*	98.0*	91.2*
CC1(C)COC2(CC(C)(C)OC2(C)C)OC1	-1.4	-7.2	-40.8	-6.0	14.8	0.8
Nc1nc2c(nnn2Cc2ccccc2Cl)c(=O)[nH]1	-0.1	7.3	-15.1	2.6	-8.8	-10.0
Nc1nc(N)c(N)c(Nc2ccc(Cl)cc2)n1	27.5	-1.9	21.4	9.0	2.5	22.3
CC(=O)Nc1ccc(C(=O)NN2C(=O)CSC2c2ccc([N+](=O)[O-])cc2)cc1 (stereo not drawn)	-24.1	-24.3	-6.3	-54.5	-53.2	-39.8

# Further compounds.
Compound	yeast rad50	yeast bub3	cln2 rad14	yeast sgs1 mgt1	mlh1 rad18	yeast mec2-1
N#Cc1c(F)c(F)c(Oc2c(F)c(F)c(F)c(F)c2F)c(F)c1Oc1c(F)c(F)c(F)c(F)c1F	-1.1	-0.3	9.0	-11.8	5.8	11.0
COc1c2c(c(OC)c3c1C(=O)C(=O)C=C3O)OCO2	0.3	-12.0	5.5	-15.2	14.7	-5.5
CN1C(c2ccccc2)NC(=O)C12CCN(CCCC(=O)c1ccccc1)CC2 (stereo not drawn)	63.5	17.9	19.5	53.2	45.2	39.7
Cc1ncc([N+](=O)[O-])n1CCNC(=O)CCCn1cnc([N+](=O)[O-])n1	-17.8	-27.9	-17.4	-15.8	-38.9	-34.0
C[C@@]1(CO)[C@H](O)CC[C@@]2(C)[C@H]1CC[C@H]1C[C@@H]3C[C@@]12CC[C@@]3(O)COC(=O)CN	97.3*	91.7*	22.9	61.6	93.8*	57.1
CCOC(=O)C(CO)C1CCCC1 (stereo not drawn)	10.3	5.0	-5.4	7.9	2.8	-2.6
CN(C)/C=N/NC(=O)C(O)(c1ccccc1)c1ccccc1	-7.5	1.6	-0.2	-7.8	7.2	9.8
CCOC(=O)CC/C(=C\NC(=O)c1ccccc1)NC(=O)c1ccccc1	-9.0	-9.6	16.2	-21.6	1.9	-26.4
O=C(O)C(CCS)(c1ccccc1)c1ccccc1	17.2	2.1	20.2	0.3	2.0	-5.7
CC(OS(C)(=O)=O)C(C)OS(C)(=O)=O (stereo not drawn)	2.4	0.9	-10.4	-11.7	-19.6	-9.3
O=C(O)CC(C(=O)O)=C1CCCCC1	11.8	8.8	8.2	0.5	-0.3	13.4
Cc1ccc(C)c(S(=O)(=O)Nc2c([N+](=O)[O-])cc([N+](=O)[O-])c3ccccc23)c1	85.7*	79.8*	86.0*	87.5*	83.6*	86.6*

# Next part
Compound	yeast rad50	yeast bub3	cln2 rad14	yeast sgs1 mgt1	mlh1 rad18	yeast mec2-1
Cc1ccc(S(=O)c2ccccc2[N+](=O)[O-])cc1 (stereo not drawn)	4.8	-0.6	22.0	1.7	-2.0	9.4
CC1(c2cccc3c2C2(O)C=CC4(CCC32)OCCO4)OCCO1 (stereo not drawn)	-59.4	-61.1	-27.6	-55.8	-26.0	-41.2
C=CN1C(=O)NC2(CCCCC2)C1=O	-33.8	-10.3	7.5	-40.4	-25.6	-40.0
N=C(N)SCc1cccc([N+](=O)[O-])c1	32.1	-3.5	-69.8	5.5	-15.2	-9.5
NC(=O)c1cccc(OCC(O)CO)c1 (stereo not drawn)	37.7	19.9	11.1	18.8	11.8	8.2
COc1ccc(C(c2ccccc2)C(CC(=O)O)CC(=O)O)cc1 (stereo not drawn)	8.4	-3.4	-2.2	-2.5	-9.7	3.9
CCOC(=O)c1c(C)[nH]c(C(=O)C(N)C(=O)OCC)c1C (stereo not drawn)	98.0*	99.4*	99.5*	98.8*	99.0*	99.5*
N#CC(C#N)=C(N)/C(C#N)=C/c1ccc2[nH]ccc2c1	-11.0	-26.6	-24.9	-29.2	-24.1	7.0
Cc1ncc([N+](=O)[O-])n1CCNC(=O)CCn1ccnc1[N+](=O)[O-]	10.2	-18.7	1.1	-49.6	-22.9	-43.7
CCCCCCCCCCCCCCCC(=O)NCCN(C)C	98.7*	97.0*	88.8*	56.8	98.8*	97.0*
O=C(Cc1nc2ccc(C(=O)c3ccccc3)cc2[nH]c1=O)C(=O)Nc1ccc(Br)cc1	-27.6	-3.3	-9.4	-2.6	-3.7	-28.9
